Source: PubChem
Smad3 FoxH1 inh = Smad3 (human) transcription factor binding inhibition; P84022; TR-FRET Smad3/Dy647-FoxH1 peptide binding, europium anti-His; inhibition, % at 25 µM; hit rate 0.29% among 88,000; AID 630;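 active = compounds that reduce the energy-transfer binding signal between the protein and its labelled peptide by more than half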;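 also: 0% = Smad3 plus labelled peptide maximal FRET and 100% = peptide-only background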
Target sequence (P84022 whole entry, looked up): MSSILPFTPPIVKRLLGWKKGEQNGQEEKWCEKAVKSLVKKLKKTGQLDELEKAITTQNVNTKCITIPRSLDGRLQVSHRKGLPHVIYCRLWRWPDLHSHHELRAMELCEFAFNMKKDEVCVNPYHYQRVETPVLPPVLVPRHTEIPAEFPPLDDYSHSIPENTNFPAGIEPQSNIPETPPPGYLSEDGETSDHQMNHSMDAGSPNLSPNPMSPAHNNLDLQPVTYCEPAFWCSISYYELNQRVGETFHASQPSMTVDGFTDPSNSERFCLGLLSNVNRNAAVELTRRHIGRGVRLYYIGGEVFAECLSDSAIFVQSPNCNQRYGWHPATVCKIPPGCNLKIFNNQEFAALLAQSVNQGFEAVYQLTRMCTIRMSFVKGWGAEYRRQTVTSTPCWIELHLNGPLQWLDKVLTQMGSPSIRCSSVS
ERb SRC1 inh = ER-beta (human) coactivator binding inhibition; TR-FRET ER-beta LBD / SRC1-Cy5 peptide binding; receptor agonist-loaded with 1 µM estradiol; Q92731; inhibition, % at 25.6 µM; hit rate 1.3% among 86,000;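 active = compounds whose percent inhibition of the receptor-coactivator binding signal exceeds about 50% in the single-dose screen, limit read from the data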;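 also: 0% = receptor plus peptide wells without compound and 100% = peptide-only wells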
Target sequence (Q92731 whole entry, looked up, the tested form may be a part): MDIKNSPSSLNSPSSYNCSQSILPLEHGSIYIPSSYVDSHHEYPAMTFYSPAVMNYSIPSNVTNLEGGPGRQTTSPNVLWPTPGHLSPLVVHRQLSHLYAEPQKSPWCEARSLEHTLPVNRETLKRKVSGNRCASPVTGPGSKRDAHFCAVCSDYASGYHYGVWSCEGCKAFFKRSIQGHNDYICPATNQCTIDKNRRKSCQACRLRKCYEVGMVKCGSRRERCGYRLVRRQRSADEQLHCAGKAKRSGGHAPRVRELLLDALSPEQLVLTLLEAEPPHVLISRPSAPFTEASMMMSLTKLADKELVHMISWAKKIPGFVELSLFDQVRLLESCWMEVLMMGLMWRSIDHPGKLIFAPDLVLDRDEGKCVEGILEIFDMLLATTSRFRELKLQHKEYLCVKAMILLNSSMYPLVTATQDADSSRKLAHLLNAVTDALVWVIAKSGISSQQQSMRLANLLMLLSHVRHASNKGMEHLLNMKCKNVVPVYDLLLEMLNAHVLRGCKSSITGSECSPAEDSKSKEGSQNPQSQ
cytoskel mod = cytoskeleton assembly modification; hit rate 0.18% among 91,000; HUVEC TNFa F-actin phalloidin imaging, high content; inhibition, % at 2 µM;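 active = inhibition above the batch mean plus 3 SD and confirmed as a hit by visual image inspection, cut at about 30% in these data, passing the limit was not always enough; inconclusive = above the inhibition threshold but rejected on visual inspection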; also: strong numbers were not always called active
sEH act = activators of human soluble epoxide hydrolase | P34913 | purified human sEH enzymatic activity, activator screen | activation, % at 2 µM | hit rate 0.04% among 91,000 | AID 717; in the data active = activation above about 37%; also: values of inactives mirror those of a sister screen read the other way
HUVEC tox TNFa = HUVEC cytotoxicity counter-screen, TNF alpha stimulated; hit rate 0.17% among 93,000; cell count reduction, % at 2 µM; HUVEC TNFalpha-stimulated, Hoechst cell count, imaging; AID 848;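 active = cell count reduction exceeding the screen mean by over 5 SD, scaled to untreated wells per plate, cut at about 78% in these data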;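 also: cells counted after 24 h of TNF alpha exposure following the 1 h pretreatment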
Calb biofilm kill = kills Candida albicans biofilms. C. albicans biofilm + clotrimazole, Alamar Blue. inhibition, % at 6 µM. hit rate 0.14% among 85,000. AID 834;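 active = inhibition above 20%; inactive = inhibition below 20%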;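 also: preformed 24 hr biofilms exposed to compound for 48 hr; 0% = biofilm without compound and 100% = blank killed by clotrimazole plus chlorhexidine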
IL1B cytotox = toxic to HUVEC cells under IL-1B stimulation; HUVEC cell count loss, Hoechst imaging, IL-1B stimulated; hit rate 0.41% among 94,000; AID 845; cell count reduction, % at 2 µM;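 active = cell count reduction more than 3 SD above the screen-wide mean, cut at about 70% in these data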;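 also: normalized per plate to untreated control cells as the no-loss baseline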
VCAM1 TNFa inh = reduces TNF alpha induced VCAM1 expression in HUVEC. HUVEC TNFa-induced VCAM-1 immunofluorescence, high-content imaging. inhibition, % at 2 µM. hit rate 0.48% among 95,000;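 active = inhibition above the batch mean plus 3 SD, with images confirmed as a hit by eye, cut at about 37% in these data; inconclusive = inhibition above that limit but hit not confirmed in images; inactive = inhibition not above that limit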;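 also: 0% = TNF-stimulated DMSO wells and 100% = unstimulated control wells; not every result past the cut was called active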
sEH inh = soluble epoxide hydrolase (human) inhibition. hit rate 0.34% among 91,000. AID 707. P34913. inhibition, % at 2 µM. recombinant human sEH enzymatic activity assay; in the data active = inhibition above about 80%; also: values of inactives mirror those of a sister screen read the other way; many of its hits are not listed in these tables
An asterisk follows results filed as active; u = inconclusive; x = not tested or not shown; [ ] = another dose, or the depositor's remark. These rows are one share of the data. The share of hits here may be higher or lower than overall.

SMILES	Smad3 FoxH1 inh	ERb SRC1 inh	cytoskel mod	sEH act	HUVEC tox TNFa	Calb biofilm kill	IL1B cytotox	VCAM1 TNFa inh	sEH inh
O=c1c2cc(Cl)ccc2[nH]c(=S)n1Cc1ccco1	3.6	4.3	-15.5	0.1	14.7	4.3	-33.1	4.3	-1.8
Cn1c(=O)c2c(nc(CN3CCCCC3)n2CCCc2ccccc2)n(C)c1=O	-2.8	-2.7	-12.2	-8.1	-14.4	4.9	-37.9	-10.0	10.4
Cc1nonc1OCC(C)(COc1nonc1C)NC(=O)c1ccccc1	-0.8	2.6	-18.6	-5.0	-3.1	7.1	-14.3	-2.4	8.9
Cc1ccc(C)c(N(CC(=O)NC2CCCC2)C(=O)c2cc3cc4cc(C)ccc4nc3s2)c1	x	x	1.1	0.8	84.5*	x	15.5	47.6	0.9
CCN(CC)CCNC(=O)Cn1cnc2sc(C)c(S(=O)(=O)N3CCOCC3)c2c1=O	8.7[fluorescence artefact?]	-7.4[fluorescence artefact?]	11.8	1.0	15.1	6.7	4.8	11.4	-1.5
CCCC(=O)NNc1cc(=O)c2c(=O)n(C)c(=O)n(C)c2[nH]1	x	x	-7.0	-0.4	-7.6	x	5.1	-4.1	-0.5
O=C(CCN1C(=O)c2ccccc2C1=O)Nc1ccc(-c2nc3ccccc3o2)cc1	-3.0	23.2[fluorescence artefact?]	-9.4	0.7	-12.8	7.5	-65.1	-8.4	-1.4
COCc1[nH]nc2c1C1(C(=O)Nc3ccc(F)cc31)C(C#N)=C(N)O2 (stereo unspecified)	-6.1	13.4	-5.1	4.1	-7.2	7.7	-74.8	9.1	-7.0
Nc1c(C(=O)Nc2ccc(Cl)cc2)oc2ccccc12	8.7	-7.6	6.7	x	-33.9	2.1	-15.1	17.8	x
Cc1nonc1OCC(C)(COc1nonc1C)NC(=O)c1ccc(Cl)cc1	-9.6	-8.8	-4.5	-3.5	-6.1	2.5	-43.4	0.8	6.6
CC(=O)Nc1ccc2[nH]c3ccccc3c2c1	4.6	-3.1	-51.7	4.6	-20.9	7.5	-31.5	7.1	-8.0
Cc1ccccc1NS(=O)(=O)c1ccc(OCC(=O)NCc2ccco2)cc1	3.3	4.2[fluorescence artefact?]	-10.2	9.1	16.7	6.2	0.0	-0.5	-5.0
CC1CCCCN1C(=O)Cn1nnc(-c2cccnc2)n1 (stereo unspecified)	4.9	3.2[fluorescence artefact?]	16.4	10.3	-18.1	2.5	18.0	15.4	-8.5
Cc1ccc(CSc2nnc(-c3ccccc3N)c(=O)[nH]2)cc1	1.2	4.5[fluorescence artefact?]	-6.7	2.6	-13.6	1.7	-9.5	0.0	-5.0
Cc1ccc2nc3c(cc(C(=O)NCCCn4ccnc4)n3C)c(=O)n2c1	9.2	-6.0	69.5	3.9	-15.9	2.4	-1.1	7.6	-5.2
COc1ccc2sc(N3C(=O)CC(Cc4cccc(C)c4)C3=O)nc2c1 (stereo unspecified)	x	x	9.5	16.5	-1.9	x	13.2	-10.6	-13.4
O=C(CC1C(=O)NCCN1C(=O)Nc1ccccc1)Nc1ccc2c(c1)OCO2 (stereo unspecified)	-8.5	10.3	3.8	6.0	-12.6	6.4	-17.4	-6.1	-6.7
CCOC(=O)c1ccccc1NC(=O)c1c(F)c(F)c(F)c(F)c1F	1.4	8.8	-9.3	-7.3	-20.3	8.0	8.2	13.7	7.4
O=C(O)CSCc1cn2cc(Cl)ccc2n1	10.3	-2.0	2.5	5.0	5.3	3.3	-12.3	7.8	-3.0
COc1ccc(Cl)c(Cn2c(NCC(C)O)nc3c2c(=O)n(C)c(=O)n3C)c1 (stereo unspecified)	-4.3	-6.2	32.4	9.1	-3.6	1.0	-43.3	-23.0	-9.5
Cc1cccc(NC(=O)C2CCCC2)c1	-7.2	15.2	-13.8	2.9	-8.5	1.8	3.2	-1.3	0.7
CCS(=O)(=O)N1CCCC(c2nc(-c3cccc(OC)c3)no2)C1 (stereo unspecified)	9.7	0.8	-5.1	12.3	14.9	6.7	-5.2	-3.8	-10.9
COc1ccc(-c2nc(SCC(=O)Nc3cc(C)on3)n[nH]2)cc1	x	x	-13.2	9.2	-1.3	x	3.5	-4.0	-7.6
COc1ccc2c(c1OC)C(=O)c1ccccc1C2=O	x	x	1.0	5.3	-22.0	x	-3.8	-0.5	-2.2
CCOc1ccc2c(C)nc(NC3=NC(C)(C)C=C(C)N3)nc2c1	5.4	-5.2	0.4	0.9	-2.1	5.6	9.4	23.1	4.2
Cc1ccccc1-c1ccc(Nc2ccc(N3CCOCC3)cc2)nn1	10.1	80.1*[fluorescence artefact?]	36.7	3.8	-19.2	0.1	9.6	-6.5	-3.4
Cc1ccc(C2CC(=O)Nc3sc(C(N)=O)c(N)c32)cc1 (stereo unspecified)	8.0	-26.6	5.8	-5.2	4.1	5.5	-5.8	8.3	10.4
CCOC(=O)CSc1nnc(Cn2nnc(-c3ccccc3)n2)n1C	-0.9	-8.4	8.3	-5.0	-16.1	4.7	27.8	5.0	7.6
Cc1cccc(C(=O)Oc2ccccc2C2C[C@]3(C)CC(=O)NC3N2C(=O)c2cccc(C)c2)c1 (stereo partly specified)	5.9	-2.2	u	9.1	100.0*	1.7	13.3	u	-11.0
CC(=O)N1CCN(c2ccccc2NC(=O)c2cc(Br)ccc2Cl)CC1	12.2	-0.9[fluorescence artefact?]	-0.1	8.5	-3.4	10.4	-8.9	-7.6	-5.7
O=C1N(Cc2ccc3c(c2)OCO3)c2ccccc2C1(O)c1c[nH]c2ccccc12 (stereo unspecified)	-0.2	0.4	-4.5	-3.7	-22.2	8.7	-23.1	-9.1	1.9
O=C(Nc1ccc(Cl)cc1)N(CCCN1CCOCC1)Cc1cccs1	8.7	-2.6	-1.0	9.1	8.6	4.2	5.9	10.0	-10.8
O=C(NCCc1ccccc1)c1ccc(OCCOc2ccccc2)cc1	3.9	-5.4	-2.9	0.8	24.7	7.6	12.8	1.6	-2.0
Cc1c(-c2ccccc2)sc(Br)c1C(=O)N1CCOCC1	-0.8	5.5	1.9	-2.7	-17.0	3.0	0.3	5.5	-3.0
O=C(OC1CCOC1=O)c1cncc(Br)c1 (stereo unspecified)	7.9	-4.0	8.8	1.6	-13.4	-3.7	-1.0	10.3	-2.0
CC12CCC(C(=O)N3CCN(c4ccccc4)CC3)(CC1=O)C2(C)C (stereo unspecified)	1.2	-4.4	-17.4	-4.5	1.7	-3.0	5.6	15.4	3.2
CC(=O)N1CCc2cc(S(=O)(=O)CCC(=O)NCc3ccc4c(c3)OCO4)ccc21	3.9	11.4[fluorescence artefact?]	-14.1	x	-7.6	-4.8	-20.4	7.8	x
O=C(CCc1nc(-c2ccccc2F)no1)NCc1ccco1	5.4	-6.7	9.0	10.1	16.9	6.1	-40.8	22.9	-10.9
CN(CC(N)=O)S(=O)(=O)c1ccc(F)cc1	-4.4	-1.5	-2.0	10.4	9.3	7.7	6.5	-6.5	-9.3
CCc1ccc(OCCCC(=O)Nc2ccc(N3CCCCC3)cc2)cc1	x	x	-5.0	-24.9	-23.8	x	-71.9	-10.5	23.4
CCC(Sc1ncnc2c1nnn2-c1ccc(F)cc1)C(=O)OC (stereo unspecified)	5.9	-16.0	63.3	4.6	-1.9	-4.7	34.4	-9.9	-6.0
Cc1n[nH]c(C)c1S(=O)(=O)N1CCCC(C(=O)N2CCN(c3ccc(Cl)cc3)CC2)C1 (stereo unspecified)	-3.1	12.1[fluorescence artefact?]	20.6	-12.0	-5.6	0.7	-8.0	-5.4	14.5
O=C1CCCc2nc(N3CCN(C(c4ccccc4)c4ccccc4)CC3)ncc21	7.4	-9.6	21.8	0.9	-3.6	-5.8	16.7	-13.1	0.7
CCc1ccc(-c2nnn(Cc3nc4ccccc4s3)n2)cc1	-12.7	-4.7	-26.4	-3.5	0.9	3.0	-65.6	16.1	2.3
COc1ccc(CN2CCn3ncc(C(=O)Nc4ccc(Cl)cc4Cl)c3C2=O)cc1	1.1	42.9[fluorescence artefact?]	4.7	-7.4	-5.8	12.2	-11.2	6.1	7.1
CC(C)(C)n1nnnc1C(c1ccc(C(F)(F)F)cc1)N(Cc1ccc(F)cc1)Cc1ccco1 (stereo unspecified)	3.4	-6.3	10.0	0.2	-20.0	5.5	-4.5	2.5	5.1
Cn1c(/C=N/c2nc3ccccc3[nH]2)nc2ccccc21	8.2	-23.5[fluorescence artefact?]	-5.4	3.4	-7.6	8.4	-36.7	4.3	-3.1
COC(=O)c1[nH]c2ccc(Br)cc2c1NC(=O)CN1CCN(C2CCCCC2)CC1	4.0	-12.5	-3.8	-11.5	-26.0	4.2	-14.5	8.9	11.2
COCCN1C(=O)C(=O)/C(=C(/O)c2cccc(OC)c2)C1c1ccncc1 (stereo unspecified)	x	x	2.4	1.1	-11.4	x	16.0	21.3	-1.8
Fc1ccc(CSc2nc3ncccc3[nH]2)cc1	-1.2	-0.3[fluorescence artefact?]	-0.1	3.2	-1.2	-4.8	0.6	-8.7	-3.2
COCC(C)NC(=O)c1cc(-c2ccc(OC)c(OC)c2)on1 (stereo unspecified)	-7.8	-5.9	-29.5	-8.9	-25.4	4.4	-20.4	1.7	9.3
COc1cccc(C(=O)Oc2cccc(N3C(=O)C4C5CC(C(Br)C5Br)C4C3=O)c2)c1 (stereo unspecified)	x	x	-9.9	20.3	-31.5	x	-8.6	1.2	-17.9
CC(C)(C)N1CC(c2nc3ccccc3n2CCOc2ccccc2)CC1=O (stereo unspecified)	-8.8	-4.2	-9.5	-3.6	-9.2	-3.5	-14.9	-16.3	6.6
CN(C)CCn1c(C(=O)O)cc2ccccc21	2.3	-4.8	13.5	x	-14.7	5.4	15.4	22.7	x
CC(=O)Oc1ccc2ccccc2c1C(NC(=O)Cc1ccccc1)c1ccccc1Cl (stereo unspecified)	x	x	-10.3	-0.1	-5.4	x	-27.4	18.1	2.4
CCOc1ccccc1NC(=O)CCc1ccc(C)o1	5.7	-2.5	-2.7	2.5	-1.5	3.5	18.5	11.8	-5.2
Cn1c(=O)c2c(nc(NCc3ccccc3)n2CCCc2ccccc2)n(C)c1=O	7.0	-11.5	-3.9	6.0	-13.0	0.8	13.2	-11.4	-0.6
CCOc1ccc(C(=O)Nc2ccc3c(c2)OCO3)cc1OCC	5.9[fluorescence artefact?]	-1.6	-7.9	-13.9	-7.3	1.5	-14.2	22.9	15.0
CCOC(=O)NC(NCC(O)c1ccccc1)(C(F)(F)F)C(F)(F)F (stereo unspecified)	2.4	1.7	2.9	-9.3	-17.2	1.8	-4.9	26.7	8.7
c1cc(-c2nnc(-c3ccncc3)o2)ccn1	5.9	-0.6	-31.4	5.9	-3.3	-0.3	-5.3	10.9	-6.5
COC(=O)CSc1nnc(CNc2ccc(F)cc2)o1	1.7	3.8[fluorescence artefact?]	28.4	-2.5	-29.6	2.7	-19.3	4.4	3.3

A second format for part of the listing above:
molecule: CCc1ccc(-c2nnn(Cc3nc4ccccc4s3)n2)cc1
- Smad3 FoxH1 inh = -12.7
- ERb SRC1 inh = -4.7
- cytoskel mod = -26.4
- sEH act = -3.5
- HUVEC tox TNFa = 0.9
- Calb biofilm kill = 3.0
- IL1B cytotox = -65.6
- VCAM1 TNFa inh = 16.1
- sEH inh = 2.3

molecule: O=C1CCCc2nc(N3CCN(C(c4ccccc4)c4ccccc4)CC3)ncc21
- Smad3 FoxH1 inh = 7.4
- ERb SRC1 inh = -9.6
- cytoskel mod = 21.8
- sEH act = 0.9
- HUVEC tox TNFa = -3.6
- Calb biofilm kill = -5.8
- IL1B cytotox = 16.7
- VCAM1 TNFa inh = -13.1
- sEH inh = 0.7
